Screening results deposited in PubChem by National Center for Advancing Translational Sciences (NCATS).
TDP1 inh: blocks human tyrosyl-DNA phosphodiesterase 1; Potency, µM (titrated, usually from 130 µM), for the others: top-dose activity change, negative = inhibition, hits mostly inhibitors; AID 485290; recombinant TDP1, AlphaScreen DNA substrate cleavage; hit rate 0.28% among 350,000; further: nearly all actives have a fitted effect of over 40% in size
Target sequence (Q9NUW8 whole entry, looked up): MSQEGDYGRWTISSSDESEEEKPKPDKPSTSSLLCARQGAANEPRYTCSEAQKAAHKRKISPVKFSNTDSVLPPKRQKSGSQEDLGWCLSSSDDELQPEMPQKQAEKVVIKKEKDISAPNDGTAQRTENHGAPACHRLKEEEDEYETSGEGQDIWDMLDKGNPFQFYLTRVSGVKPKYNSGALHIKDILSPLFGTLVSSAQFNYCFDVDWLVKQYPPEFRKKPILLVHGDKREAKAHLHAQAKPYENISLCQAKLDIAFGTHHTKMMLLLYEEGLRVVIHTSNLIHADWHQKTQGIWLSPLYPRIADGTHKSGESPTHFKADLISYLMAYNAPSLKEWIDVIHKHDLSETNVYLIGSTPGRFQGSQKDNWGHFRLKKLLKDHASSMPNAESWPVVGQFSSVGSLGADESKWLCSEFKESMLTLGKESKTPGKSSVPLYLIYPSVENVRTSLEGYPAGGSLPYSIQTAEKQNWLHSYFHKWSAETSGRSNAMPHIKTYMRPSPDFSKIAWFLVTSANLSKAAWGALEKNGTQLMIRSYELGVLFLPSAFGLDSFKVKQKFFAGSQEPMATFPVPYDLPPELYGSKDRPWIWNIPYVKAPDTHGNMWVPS
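Enzyme-compound mixtures sat 15 min at room temperature, followed by a 5 min reaction with 15 nM final substrate and 10 min with AlphaScreen beads. Recombinant human Tdp1 was used at 1 nM final.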
FEN1 inhibitor: inhibitors of human flap endonuclease 1; Recombinant FEN1 flap cleavage, fluorescence, 15 min; Potency, µM (top dose mostly 114 µM), for inactives: at the top dose activity change, negative = inhibition, most hits filed as inhibitors; hit rate 0.35% among 390,000; AID 588795; further: nearly all actives have a fitted effect of over 65% in size
Target sequence (P39748 whole entry, looked up): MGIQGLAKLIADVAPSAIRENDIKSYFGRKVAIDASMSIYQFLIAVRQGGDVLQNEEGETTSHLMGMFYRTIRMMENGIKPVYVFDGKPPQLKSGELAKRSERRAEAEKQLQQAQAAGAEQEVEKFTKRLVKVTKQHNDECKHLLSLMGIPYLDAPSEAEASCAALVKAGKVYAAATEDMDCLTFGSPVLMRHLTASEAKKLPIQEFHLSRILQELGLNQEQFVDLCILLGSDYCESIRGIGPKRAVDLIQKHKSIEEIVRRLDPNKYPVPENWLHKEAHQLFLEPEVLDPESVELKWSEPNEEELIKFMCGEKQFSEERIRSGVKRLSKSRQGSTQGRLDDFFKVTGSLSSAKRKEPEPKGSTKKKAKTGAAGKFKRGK
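Recombinant FEN1 (10 nM) was preincubated with pin-transferred compounds for 15 min at room temperature, then flap DNA substrate (50 nM final) was added. Plates were read at 0 and 15 min, and normalized concentration–response data were fitted to a four-parameter Hill equation.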
N370S GC mod: inhibitors or activators of N370S glucocerebrosidase for Gaucher disease; P04062; N370S GC spleen homogenate, 4MU-glucoside fluorescence; Potency, µM (highest dose often 59.4 µM), for the others: at the highest dose activity change, negative = inhibition, actives largely listed as inhibitors; hit rate 0.092% among 330,000; AID 2101;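 further: 0% = full enzyme activity and -100% = no enzyme basal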
* hit, by the source's call; ? = inconclusive; . = not tested or not shown; & = joins results of further samples; [ ] = remark or other dose. The call rests on the fitted dose curve; in most records, active means well fitted curve in the direction sought with a large enough effect; inconclusive means small, poorly fitted or top-dose-only effect, or another doubt; inactive means no such curve, though single readings can be large; an effect the other way counts as inactive or inconclusive. Unless noted, on the % scale 0 is the no-effect control and ±100 the full control effect; potency means the concentration at half of the fitted maximal effect.

# | canonical_smiles | TDP1 inh | FEN1 inhibitor | N370S GC mod
1 | CCOC(=O)CC1C(=O)NCCN1C(=O)c1c(Cl)cccc1Cl (stereo not given) | . | 11.6% | 3.5%
2 | Nc1ccc(SCCN2C(=O)c3ccccc3C2=O)cc1 | 9.5% | -0.6% | 1.9%
3 | CCN1CCN(c2ncc3c(n2)CCN(Cc2ccc(Br)s2)C3)CC1 | 8.8% | -5.5% | .
4 | CC1CCCCC1NCC(=O)Nc1ccccc1C(=O)Nc1ccccc1 (stereo not given) | -0.6% | 13.1% | .
5 | COc1ccc(S(=O)(=O)N2CCC(C(=O)N3CCCC3)CC2)cc1 | 4.0% | 9.3% | 1.4%
6 | CN(Cc1cccs1)C(=O)c1ccc(S(=O)(=O)NCc2ccco2)cc1 | 1.2% | -4.4% | -8.7%
7 | COc1ccc(C(=O)COC(=O)c2cccs2)cc1 | -4.6% | -13.8% | .
8 | COc1ccc(CN(Cc2ccccc2)C(=O)c2ccc(NC(C)=O)cc2)cc1COc1ccc(NC(C)=O)cc1 | 1.4% | -11.8% | .
9 | CC1Oc2ccccc2N(CC(=O)c2ccccc2)C1=O (stereo not given) | 2.0% | 3.1% | -9.2%
10 | Cc1ccc(Nc2c(-c3cccnc3)nc3ccc(Br)cn23)cc1 | 5.7%&7.5% | -14.8%&10.2% | -5.1%
11 | c1cnc(-c2noc(CN3CCN(C4C5CC6CC(C5)CC4C6)CC3)n2)cn1 (stereo not given) | 1.2% | 17.2% | 3.1%
12 | COc1c(C)cc(Br)cc1C(=O)Nc1ccc(S(N)(=O)=O)cc1 | 2.7% | -0.6% | -5.5%
13 | Cc1cc(=O)n(Cc2cccc(Br)c2)c2c1c(C)nn2-c1ccccc1 | 4.5% | 15.5% | .
14 | COc1ccc(NS(=O)(=O)c2ccc(N3CCOCC3)c(N)c2)cc1 | 0.6% | 14.9% | .
15 | CN(CC(=O)Nc1ccc(Cl)c(C(F)(F)F)c1)C(=O)C1CCC1 | . | 7.6% | 3.6%

An excerpt from above in order of length of the SMILES, lowest first:
# | canonical_smiles | TDP1 inh | FEN1 inhibitor | N370S GC mod
4 | CC1CCCCC1NCC(=O)Nc1ccccc1C(=O)Nc1ccccc1 (stereo not given) | -0.6% | 13.1% | .
14 | COc1ccc(NS(=O)(=O)c2ccc(N3CCOCC3)c(N)c2)cc1 | 0.6% | 14.9% | .
8 | COc1ccc(CN(Cc2ccccc2)C(=O)c2ccc(NC(C)=O)cc2)cc1COc1ccc(NC(C)=O)cc1 | 1.4% | -11.8% | .

(more compounds)
# | canonical_smiles | TDP1 inh | FEN1 inhibitor | N370S GC mod
16 | CCOC(=O)CCSc1nc(C)c2cc(C)c(C)cc2n1 | 3.3% | 11.9% | 7.1%
17 | CCOc1ccc(S(=O)(=O)NCc2ccc3c(c2)CCN3C(=O)c2ccc(C)cc2)cc1 | 5.4% | -5.5% | .
18 | CCCCNS(=O)(=O)c1ccc(NC(=O)C(Sc2ccccc2)c2ccccc2)cc1 (stereo not given) | 3.5% | -11.6% | -4.8%
19 | Cc1ccc(-c2c3c(nc4sc(C(N)=O)c(N)c24)CCCC3)o1 | 2.5% | -7.7% | 11.5%
20 | O=C(O)c1ccccc1SCc1cn2cc(Br)ccc2n1 | 2.7% | 1.9% | 6.1%
21 | CCCCOC(=O)C(C#N)c1nc2ccccc2nc1N1CCN(Cc2ccc3c(c2)OCO3)CC1 (stereo not given) | 4.8% | 1.8% | 2.9%
22 | CCOc1cc(/C=N/NS(=O)(=O)c2ccccc2)ccc1OS(=O)(=O)c1ccc(C)cc1 | 1.1% | -4.2% | -18.6%
23 | CN(c1ccccc1)S(=O)(=O)c1cccc(NC(=O)CCNC(=O)c2ccccc2)c1 | 0.3% | -12.2% | .
24 | CCCCCCCCCCCCCC(=O)N[C@@H](C)[C@H](O)c1ccccc1 | 2.4%&-5.6% | . | -3.9%&2.9%
25 | O=C(NCCc1c[nH]c2ccccc12)C(=O)NCC(c1ccco1)N1CCN(c2ccc(F)cc2)CC1 (stereo not given) | 5.3% | 0.2% | 1.8%
26 | O=[N+]([O-])c1ccc(Cl)c(/C=N/N2CCN(Cc3ccccc3)CC2)c1 | 11.5% | 5.1% | -10.5%
27 | Cc1cccc(CN2C(=O)c3ccccc3Sc3ccc(C(=O)NCCc4ccccc4)cc32)c1 | 7.8% | -11.9% | .
28 | Cc1cccc(NC(=O)CS(=O)(=O)c2cccc3nsnc23)c1 | -4.4% | -16.4% | .
29 | Cc1c(C(=O)O)oc2ccc(S(=O)(=O)N3CCCCC3C(=O)O)cc12 (stereo not given) | 1.0% | 6.2% | -16.9%
30 | Cc1ccccc1NS(=O)(=O)c1cc2c(cc1C)N(C)CCO2 | . | 19.7% | 0.5%

Of the compounds above, these contain a COOH group:
# | canonical_smiles | TDP1 inh | FEN1 inhibitor | N370S GC mod
20 | O=C(O)c1ccccc1SCc1cn2cc(Br)ccc2n1 | 2.7% | 1.9% | 6.1%
29 | Cc1c(C(=O)O)oc2ccc(S(=O)(=O)N3CCCCC3C(=O)O)cc12 (stereo not given) | 1.0% | 6.2% | -16.9%

The main list resumes, repeating the 2 entries before the break.
# | canonical_smiles | TDP1 inh | FEN1 inhibitor | N370S GC mod
29 | Cc1c(C(=O)O)oc2ccc(S(=O)(=O)N3CCCCC3C(=O)O)cc12 (stereo not given) | 1.0% | 6.2% | -16.9%
30 | Cc1ccccc1NS(=O)(=O)c1cc2c(cc1C)N(C)CCO2 | . | 19.7% | 0.5%
31 | Cc1ccc(NC2CCCN(C(=O)CCC(=O)c3ccccc3)C2)cc1C (stereo not given) | . | 8.6% | -1.0%
32 | COc1ccc([N+](=O)[O-])cc1NC(=O)CCCOc1ccccc1 | -1.2% | 3.3% | 8.1%
33 | COCCOC(=O)c1c(C)nc(SCC(=O)Nc2cccc3ccccc23)c(C#N)c1-c1ccco1 | 6.1% | -14.9% | 3.5%
34 | COc1ccc(C(=O)Nc2nc3c(s2)Cc2c(Br)ccc(OC)c2-3)cc1OC | 2.5% | -7.0% | .
35 | FC(F)(F)c1cccc(Nc2ncnc3ccccc23)c1 | 3.1% | -5.5% | -5.4%
36 | O=[N+]([O-])c1cccc(-c2nc(-c3cccs3)c(-c3cccs3)[nH]2)c1 | 9.8% | -10.7% | 14.0%
37 | S=C(Nc1ccccc1)Nc1ccc(Cl)cn1 | -8.3% | 3.4% | -4.7%
38 | CCOC(=O)c1[nH]c(C)c(C(=O)OCC(=O)N2CCc3ccccc32)c1C | 0.0% | -4.1% | -4.2%
39 | O=C(CN1CCSCC1)N/N=C/c1ccc(Cl)cc1 | 2.7% | . | -4.1%
40 | COc1ccc(OC)c(/C=N/NC(=O)CN2CCSCC2)c1 | 0.0% | -3.9% | 16.6%
41 | Cc1ccc(C)c(N2CCN(C(=O)NCc3noc4ccccc34)CC2)c1 | 5.1% | -10.5% | .
42 | CCCC(=O)Oc1ccc(N(C(=O)CCC)S(=O)(=O)c2cccc([N+](=O)[O-])c2)cc1 | 5.5% | -5.7% | 0.5%
43 | Cc1cc(=O)oc(C)c1C(=O)NCC1COc2ccccc2O1 (stereo not given) | 4.1% | -20.0% | 2.8%
44 | Cc1ccc(S(=O)(=O)N2CCOCC2)cc1NC(=O)c1cc2ccccc2oc1=O | 0.1% | 39.7%[activator] | .
45 | COc1ccc2cc3cc(C(=O)N4CC(C)CC(C)C4)oc3nc2c1 (stereo not given) | -0.8% | -15.7% | 6.5%

(continued)
# | canonical_smiles | TDP1 inh | FEN1 inhibitor | N370S GC mod
46 | O=C(C1CCCN(S(=O)(=O)c2cccc3nonc23)C1)N1CCN(c2cccc(Cl)c2)CC1 (stereo not given) | 2.5%&7.0% | -6.4%&4.5% | -0.2%
47 | CN1CCN(c2ccc(NC(=O)c3ccc(-c4ccccc4F)o3)cc2)CC1 | 7.5% | ? | .
48 | C=C(C)CC(Nc1ccc(OC)cc1)c1ccco1 (stereo not given) | -2.5% | 4.8% | 6.4%
49 | CSc1ccc(S(=O)(=O)N2CCC(C(=O)Nc3cccnc3)CC2)cc1 | . | 11.9% | -9.5%
50 | COc1ccc(NS(=O)(=O)c2cc3c4c(c2)CCN4C(=O)CC3)cc1OC | -0.1% | -9.3% | -1.8%
51 | c1ccc(-c2ccccc2OCCOCCN2CCc3ccccc3C2)cc1 | 0.0% | -6.4% | -15.4%
52 | COc1ccc(-c2ccc(S(=O)(=O)n3nc(OC(=O)c4cccs4)cc3N)cc2)cc1 | 5.1% | 11.1% | -2.7%
53 | COc1cc(/C=C/C(=O)O)cc(S(=O)(=O)Nc2ccc3nc(C)sc3c2)c1OC | . | ? | -5.5%
54 | Cc1ccc2c(c1)CC[C@H]1CC(=O)CC[C@@]21C | 6.2% | . | 1.2%
55 | COc1ccc(C2(c3ccc(OC)cc3)NC(=O)N(CC(=O)NC3(C#N)CCCCC3)C2=O)cc1 | -1.1%[56.1 µM] | 6.0% | .
56 | CS(=O)(=O)N1CCc2ccc(NC(=O)C3CCCO3)cc2C1 (stereo not given) | 4.8% | 2.0% | 2.2%
57 | Cc1cc(OCc2cc(C(=O)N(C)Cc3nonc3C)no2)cc(C)c1Cl | -13.1% | ? | -3.6%
58 | COc1ccc(-n2c(SCC(N)=O)nnc2-c2ccccc2F)cc1 | 2.7% | -7.5% | -1.4%
59 | COc1ccc(S(=O)(=O)Nc2c(NC3CCCCC3)c3ccccc3oc2=O)cc1 | 1.8% | -18.7% | -2.2%
60 | COc1cc(OC)c(NC(=O)NC(C)c2c(-n3cccc3)sc(C)c2C)cc1Cl (stereo not given) | 7.8% | -2.3% | .

One compound at a time, as listed above. Order of values: TDP1 inh | FEN1 inhibitor | N370S GC mod
COc1ccc(-n2c(SCC(N)=O)nnc2-c2ccccc2F)cc1 is listed as 2.7% | -7.5% | -1.4%
CN1CCN(c2ccc(NC(=O)c3ccc(-c4ccccc4F)o3)cc2)CC1 is listed as 7.5% | ? | .
CS(=O)(=O)N1CCc2ccc(NC(=O)C3CCCO3)cc2C1 (stereo not given) is listed as 4.8% | 2.0% | 2.2%
COc1cc(OC)c(NC(=O)NC(C)c2c(-n3cccc3)sc(C)c2C)cc1Cl (stereo not given) is listed as 7.8% | -2.3% | .

(listing goes on)
# | canonical_smiles | TDP1 inh | FEN1 inhibitor | N370S GC mod
61 | Cc1nc(NCCO)c2nc(-c3ccccc3)n(CCCN(C)C)c2n1 | 7.5% | . | -3.1%
62 | Cc1oc2c(c1C(=O)Nc1cccc(Br)c1)C1=NCCN1C=N2 | 5.8% | -11.8% | .
63 | COc1ccc(C(O)P(=O)(OC(C)C)OC(C)C)cc1OC (stereo not given) | -4.1% | 16.3% | 19.9%
64 | CCc1c(C)nc2cc(-c3ccc(OC)c(OC)c3)nn2c1NCC1CC1 | -5.6% | ? | 2.4%[12.8 µM]
65 | COC(=O)c1ccc(C(=O)N2CCCC(Nc3ccc(F)c(F)c3)C2)cc1 (stereo not given) | 4.1%[56.1 µM] | -3.6% | -20.7%
66 | CCCCC(CC)CN1C(=O)/C(=C/c2ccncc2)SC1=S (stereo not given) | 3.8% | -14.7% | 9.6%
67 | Cc1cc(C)c(NC(=O)CN(C2CCCCC2)C2CCCCC2)c(C)c1 | 2.0% | -0.2% | 4.7%
68 | Cc1cccc(-n2nc3c(c2NC(=O)C2CC2)CS(=O)(=O)C3)c1C | -0.1% | -16.3% | 4.1%
69 | CC(C)n1c(=S)[nH]c2ccccc2c1=O | 2.5% | -7.2% | -1.0%
70 | Cc1cccc(NC(=O)c2cccc(OC(=S)N3CCOCC3)c2)c1C | 5.0% | 8.3% | -2.7%
71 | COc1ccc(CC(NC(C)=O)C(=O)NC2CCN(c3nc(C)cc(C)c3C#N)CC2)c(OC)c1 (stereo not given) | 3.1% | -14.1% | -17.5%
72 | Cc1ccc(S(=O)(=O)Nc2cccc(-c3ccc4nnc(C)n4n3)c2)s1 | -5.0% | 4.6% | -0.9%
73 | CCCSC1=N/C(=C\c2ccc3c(c2)OCO3)C(=O)S1 | . | -16.3% | 12.3%
74 | COc1ccc(C(=O)Nc2c(Cl)cc(Cl)cc2C(=O)NCCN2CCOCC2)cc1 | 0.0% | -2.0% | 4.2%
75 | Cc1ccc(Cn2c(=O)c3ccccc3n3c(SCC(=O)N4CCCCC4C)nnc23)cc1 (stereo not given) | 5.1% | 11.6% | 9.7%[2.35 µM]

Next part
# | canonical_smiles | TDP1 inh | FEN1 inhibitor | N370S GC mod
76 | CSc1nc(Nc2ccc(C)cc2C)cc(-c2ccccc2)n1 | -14.1% | 7.4% | .
77 | Cc1cc2nc(CO)[nH]c2cc1C | . | 2.4% | -3.7%
78 | CC(=O)c1sc(NC(=O)c2cccc(C)c2)nc1C | 3.5% | 3.9% | -5.7%
79 | Cc1cc(NC(=O)CSCC(=O)Nc2nc3c(C)cccc3s2)no1 | 0.4% | -1.3% | -16.0%
80 | CCOC(CNC(=O)c1cccn2c(=O)c3c(C)c(C)sc3nc12)OCC | . | -15.0% | -5.2%

This is a random part of the collection; overall some 0.53% were active at least once.
